Screening data (PubChem BioAssay)
BaF3 tox – parental Ba/F3 cell viability inhibition, counter-screen for JAK2V617F inhibitor project, murine pro-B, CellTiter-Glo luminescence; CellTiter-Glo ATP luminescence; inhibition, % at 5.6 µM; actives 1.1% (n = 220,000); AID 1486, 2009;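 active = inhibition above a per-campaign cutoff, the mean inhibition of all tested compounds plus 3 SD, cut at about 27% in these data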;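 note: 0% = DMSO wells and 100% = JAK Inhibitor I control wells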
eIF4E-4G inh – eIF4E–eIF4G protein interaction inhibitors, primary screen, biochemical, uHTS, TR-FRET, eIF4GI fragment. Eukaryotic translation initiation factor 4E (Mus musculus) + Eukaryotic translation …. TR-FRET eIF4E-eIF4GI(517-606) binding, 2 h. inhibition, % at 21.7 µM. actives 0.37% (n = 220,000);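 active = inhibition above about 30%, limit read from the data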;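 note: 0% = full FRET control wells and 100% = background wells lacking eIF4GI fragment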
S1P4 antagonist – S1P4 receptor antagonists, primary screen, cell-based; Sphingosine 1-phosphate receptor 4 (Homo sapiens), O95977; S1P4-expressing cells, antagonist mode, reporter read-out; inhibition, % at 4.98 µM; actives 0.26% (n = 220,000); AID 1510, 2009; in the data active = inhibition above about 29%;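 note: 0% = wells stimulated with agonist and 100% = vehicle wells without agonist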
Target sequence (O95977 whole entry, looked up): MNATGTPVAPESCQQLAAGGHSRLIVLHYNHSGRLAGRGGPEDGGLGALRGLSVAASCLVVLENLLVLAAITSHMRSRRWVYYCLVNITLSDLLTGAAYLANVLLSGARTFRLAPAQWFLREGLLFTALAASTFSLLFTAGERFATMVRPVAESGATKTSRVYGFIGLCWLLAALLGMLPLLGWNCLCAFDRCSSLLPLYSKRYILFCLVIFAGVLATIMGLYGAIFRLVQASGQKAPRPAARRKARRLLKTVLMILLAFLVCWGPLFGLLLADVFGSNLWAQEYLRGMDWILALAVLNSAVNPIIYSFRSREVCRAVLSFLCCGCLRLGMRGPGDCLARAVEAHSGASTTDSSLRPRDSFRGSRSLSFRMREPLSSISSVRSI
Wee1 stabilizer – Wee1 degradation inhibitors, primary screen, cell-based, HeLa, Wee1K328M-luciferase, luminescence; reporter increase, % at 5 µM; actives 1.2% (n = 220,000); HeLa Luc-Wee1K328M stability; 100% = proteasome inhibitor MG132 effect; AID 1321, 2008; Wee1-like protein kinase (Homo sapiens), P30291;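 active = activation above the mean of all tested compounds plus 3 SD, set per screening run, cut at about 8.8% in these data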;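 note: cells exposed to compound for 20 h before luminescence read; 0% = DMSO alone and 100% = MG132 at 30 µM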
Target sequence (P30291 whole entry K328M): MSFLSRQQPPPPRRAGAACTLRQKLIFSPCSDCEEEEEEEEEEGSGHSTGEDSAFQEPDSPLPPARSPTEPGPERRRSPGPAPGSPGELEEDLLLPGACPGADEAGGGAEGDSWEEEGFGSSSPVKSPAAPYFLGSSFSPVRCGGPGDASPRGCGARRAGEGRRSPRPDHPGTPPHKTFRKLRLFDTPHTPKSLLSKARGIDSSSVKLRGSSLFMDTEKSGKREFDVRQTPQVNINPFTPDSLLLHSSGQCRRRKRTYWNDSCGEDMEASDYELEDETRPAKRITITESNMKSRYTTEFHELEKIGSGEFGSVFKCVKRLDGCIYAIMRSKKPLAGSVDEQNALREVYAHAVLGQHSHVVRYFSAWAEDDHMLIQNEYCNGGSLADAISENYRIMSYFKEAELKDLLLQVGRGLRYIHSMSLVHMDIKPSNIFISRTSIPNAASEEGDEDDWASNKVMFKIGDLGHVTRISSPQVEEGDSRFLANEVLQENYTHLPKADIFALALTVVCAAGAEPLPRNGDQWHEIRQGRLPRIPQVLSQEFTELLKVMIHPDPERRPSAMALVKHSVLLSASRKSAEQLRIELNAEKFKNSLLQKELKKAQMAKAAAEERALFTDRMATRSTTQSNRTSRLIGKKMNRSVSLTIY
MDM2 E3 inh – MDM2-luciferase reporter signal enhancers, primary screen, MDM2 E3 ligase inhibitor project, cell-based, luminescence, 1536-well; E3 ubiquitin-protein ligase Mdm2 (Homo sapiens), Q00987; signal enhancement, % at 5 µM; cell-based MDM2 ubiquitination luciferase reporter, 2 h; 0 = plate control, 100 = twice control, blank-subtracted; actives 0.11% (n = 210,000);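 active = signal enhancement of 30% or more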;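 note: luminescence tracks abundance of the self-degrading MDM2-luciferase fusion protein; higher signal means inhibition of MDM2 E3 ligase activity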
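test system = mammalian cells stably expressing self-ubiquitinating, self-degrading MDM2 E3–luciferase fusion | quantity = 2000 cells/well | incubation = cell settling 4 h, compound treatment 2 h, both 37 °C | signal = luminescence with SteadyLite reagent, 15 min at room temperature | evaluation = % enhancement relative to plate controls after blank subtraction | benchmarks = plate controls and plate blanks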
NPY-Y2 PAM-ag – NPY-Y2 potentiators or agonists, primary screen, cell-based; actives 0.45% (n = 220,000); cells expressing NPY-Y2, potentiator/agonist read-out; AID 1359, 2008; Neuropeptide Y receptor type 2 (Homo sapiens), P49146; activation, % at 3.6 µM; in the data active = activation above about 27%;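 note: cells stimulated with NPY near EC25 plus isoproterenol at EC100; 0% = vehicle plus submaximal agonist and 100% = vehicle plus saturating agonist; some results beyond the cut were filed as inactive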
PERK inh – block of dimerizer-induced PERK translation repression, primary screen, PERK inhibitor project, CHO PERK-DD cells, SEAP luminescence, HTS; Eukaryotic translation initiation factor 2-alpha kinase 3 (Homo sapiens), Q9NZJ5; CHO PERK-DD fusion, SEAP luminescence translation reporter; inhibition, % at 5.6 µM; actives 0.17% (n = 220,000); AID 1416, 2008;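 active = inhibition above the mean inhibition of all tested compounds plus 3 SD, set separately per screening campaign, cut at about 2.9% in these data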;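 note: PERK kinase domain activated by AP20187 dimerizer at 100 nM; 0% = DMSO with dimerizer and 100% = rapamycin at 8.4 µM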
S1P4 ag – S1P4 receptor agonists, primary screen, cell-based | Sphingosine 1-phosphate receptor 4 (Homo sapiens), O95977 | activation, % at 4.98 µM | actives 0.35% (n = 220,000) | S1P4-expressing cell line, agonist reporter assay; in the data active = activation above about 11%;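 note: 0% = DMSO vehicle and 100% = reference agonist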
Ba/F3 V617F tox – reduced viability of JAK2V617F-dependent Ba/F3 cells, primary screen, JAK2V617F inhibitor project, cell-based, Ba/F3 EpoR-JAK2V617F, luminescence | ATP luminescence | actives 1.1% (n = 220,000) | AID 1446, 2008 | inhibition, % at 5.6 µM;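 active = inhibition above the campaign mean plus 3 SD over all tested compounds, cut at about 24% in these data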;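 note: cytokine-independent growth of Ba/F3 cells driven by EpoR plus mutant JAK2; 0% = DMSO-treated cells and 100% = JAK inhibitor I control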
* marks the source's active call; other numbers are inactive results; / = no result given; [ ] = dose if it differs, or a comment.

SMILES	BaF3 tox	eIF4E-4G inh	S1P4 antagonist	Wee1 stabilizer	MDM2 E3 inh	NPY-Y2 PAM-ag	PERK inh	S1P4 ag	Ba/F3 V617F tox
COc1ccc(/C=C/C(=O)N[C@H](C(=O)O)C(C)C)cc1	2	-1	-13	-2	-8	7	0.4	1.8	3
O=C(Cc1ccccc1)N/N=C/c1cc2c(cc1Cl)OCO2	0	3	2	-1	0	5	0.0	0.1	-1
O=C(O)CSc1nc(-c2cccs2)cc(C(F)(F)F)n1	1	-2	-15	9	-16	-14	0.0	0.2	3
C=CCOc1cccc(C2/C(=C(/O)c3ccc(F)cc3)C(=O)C(=O)N2CCN2CCOCC2)c1 (stereo not drawn)	1	-4	-11	-2	6	-10	0.5	-0.6	-3
CCCc1sc(N)nc1-c1ccc(Cl)cc1	7	-2	-3	1	-2	25	0.1	-0.8	1
COc1ccc(-c2cc(C(F)(F)F)nc(NCc3cccs3)n2)cc1	7	0	-16	-4	2	2	0.4	0.6	0
Cc1cc(OCC(=O)N(C(C)C)C(C)C)ccc1Cl	2	1	-3	6	-1	1	1.9	1.5	0
O=C(NNS(=O)(=O)c1ccccc1)C(O)(c1ccccc1)c1ccccc1	3	1[fluorescence artefact?]	-2	-1	-10	5	-0.2	2.3	-4
COCC(C)N=C1NN=C(c2ccc(NC(C)=O)cc2)CS1 (stereo not drawn)	1	6	-2	2	5	0	-0.1	1.1	0
O=C1CCCC(O)=C1C=NCc1ccccc1	6	-4	-19	-1	-17	4	1.1	1.2	-2
O=C(c1ccccc1)N1CCN(c2ccc([N+](=O)[O-])c(NCc3cccnc3)c2)CC1	15	-6[fluorescence artefact?]	-4	1	-94	-5	-1.2	-0.8	9
OC(CNCCc1ccccc1)COc1ccc(OCC(O)CNCCc2ccccc2)cc1 (stereo not drawn)	9	4	32*	0	-5	1	0.4	-0.8	8
Cc1ccc2c(c1)N(CC(=O)c1cccc(Cl)c1)C(=O)C(C)O2 (stereo not drawn)	-1	-1	0	-2	-1	-8	0.7	0.1	-4
CCSc1nnc(-c2cccnc2)n1-c1ccc(Cl)c(C)c1	6	3	10	-1	0	5	-0.6	-3.8	0
O=C(CN1CCOCC1)N1CCN(c2ccc3ccccc3n2)CC1	0	4	17	0	3	9	1.7	0.1	-3
Cc1cc(C)nc(SCC(=O)N/N=C/c2cccc([N+](=O)[O-])c2)n1	10	1	-10	-2	-13	1	1.1	0.1	0
Cc1cc(SCC(=O)c2cccs2)n2nc(C)c(-c3ccc(Cl)cc3)c2n1	6	8	-20	0	6	1	1.0	-2.7	-4
Cc1ccc(S(=O)(=O)NCc2n[nH]c(=S)n2C)cc1	4	-8[fluorescence artefact?]	10	0	-16	9	0.7	1.6	-2
C[C@@]12CC(=O)NC1N(C(=O)c1cccc(C(F)(F)F)c1)C(c1ccccc1O)C2 (stereo partly drawn)	7	-1	8	1	-2	0	1.1	2.1	-1
COC(=O)C1=C(N)N(c2ccc(F)cc2)C2=C(C(=O)CCC2)C1c1ccc2c(c1)OCO2 (stereo not drawn)	2	-7	-20	1	-1	-8	-0.9	0.4	-2
c1cnc2ccc3ncccc3c2c1	3	-1	-3	4	-19	-16	2.3	-1.0	-2
CCCC1Cc2c(sc(NC(=S)NC(=O)c3ccccc3)c2C#N)CO1 (stereo not drawn)	6	4	-15	-4	-46	-1	-0.2	-0.5	6
Cc1ccc(-n2c(O)c(C=Nc3cc(C)on3)c3ccccc3c2=O)c(C)c1	5	18	-24	1	6	6	0.4	2.8	-1
O=C(O)c1ccc(N2CCCCC2)cc1O	-2	9	-1	1	-9	-3	2.2	-1.3	-5
O=C(CSCc1ccccc1)N/N=C/c1ccccc1OCc1ccccc1	8	4	-2	-1	4	-25	0.7	-1.3	5

Retrieved one by one from above:
SMILES	BaF3 tox	eIF4E-4G inh	S1P4 antagonist	Wee1 stabilizer	MDM2 E3 inh	NPY-Y2 PAM-ag	PERK inh	S1P4 ag	Ba/F3 V617F tox
Cc1ccc(S(=O)(=O)NCc2n[nH]c(=S)n2C)cc1	4	-8[fluorescence artefact?]	10	0	-16	9	0.7	1.6	-2
COc1ccc(/C=C/C(=O)N[C@H](C(=O)O)C(C)C)cc1	2	-1	-13	-2	-8	7	0.4	1.8	3
O=C(Cc1ccccc1)N/N=C/c1cc2c(cc1Cl)OCO2	0	3	2	-1	0	5	0.0	0.1	-1
O=C(c1ccccc1)N1CCN(c2ccc([N+](=O)[O-])c(NCc3cccnc3)c2)CC1	15	-6[fluorescence artefact?]	-4	1	-94	-5	-1.2	-0.8	9

Further results:
SMILES	BaF3 tox	eIF4E-4G inh	S1P4 antagonist	Wee1 stabilizer	MDM2 E3 inh	NPY-Y2 PAM-ag	PERK inh	S1P4 ag	Ba/F3 V617F tox
CC(=O)c1cccc(NC(=S)NC(=O)CC(C)C)c1	-1	-1	-4	0	-4	-4	-0.5	1.1	-5
Cc1cc(F)ccc1N1CCC(N2CCN(C(C)C)C(CCO)C2)CC1 (stereo not drawn)	0	2	-22	-2	-9	-19	0.8	-0.5	0
OC(C#CCN1CCCC1)(c1ccccc1)c1cccnc1 (stereo not drawn)	-9	-7	-13	10*	/	-3	1.9	-0.5	-7
N[C@@H](C(=O)N[C@@H]1C(=O)N2C(C(=O)O)=C(Cl)CS[C@H]12)c1ccccc1	-1	-2	-34	1	/	8	1.4	-0.2	-5
O=C(NCC1CCCO1)c1ccc(S(=O)(=O)N2CCCCC2)cc1 (stereo not drawn)	0	-2	-37	2	-19	5	0.7	-0.7	-1
CC(=O)C1=C(C)NC(=O)NC1c1ccccc1OCC(=O)NCCc1ccccc1 (stereo not drawn)	1	-1	-11	-2	-6	7	-0.6	-1.9	-2
CCOC(=O)c1cc2c(ccn2C)n1CC(=O)N(Cc1ccccc1)c1ccccc1	6	-4	-9	0	-10	7	-0.3	-2.6	4
CN(c1cccc(NC(=O)Cc2ccccc2)c1)S(C)(=O)=O	0	6	-10	0	-6	11	1.2	2.8	-4
Fc1ccc2nc(N3CCCCC3)sc2c1	4	-4	-9	3	/	5	-0.7	1.4	-5
CCOc1ccc(OCC(=O)Nc2ccc(OC)cc2[N+](=O)[O-])cc1	3	1	-2	1	-3	-7	1.1	-2.4	-3
CC1(C)CN(c2ccc(N3CC(C)(C)C3=O)cc2)C1=O	3	3	-2	0	-9	-10	0.3	0.8	1
O=C(NCc1ccc(Cl)cc1)C1CCN(S(=O)(=O)c2cc([N+](=O)[O-])ccc2Cl)CC1	2	-5	-11	0	-3	3	0.9	3.2	-5
O=C(Nc1nnc(Cc2ccc(Cl)cc2)s1)c1ccco1	2	0	-16	-4	-11	4	0.4	-0.6	-2
CCN1C(=O)c2cccc3c(S(=O)(=O)N(C(=O)c4ccncc4)c4ccc(OC)cc4)ccc1c23	1	15	-3	-2	-10	-4	-0.5	0.3	-2
S=c1nc(-c2ccccc2)[nH]c2ccc(Br)cc12	-2	-8	-2	-2	-7	-29	-0.1	1.9	-2
CC1(C)Cc2c(sc(NC(=O)c3ccccc3)c2C(=O)O)CO1	4	-2	-1	0	/	-12	1.7	0.2	-4
CN1CCN(c2ccc(NC(=O)c3ccc4c(c3)[nH]c(=O)n4Cc3ccc(F)cc3)cc2)CC1	3	22	-8	6	-14	3	0.5	0.6	0
Cc1ccc(C2CC2C(=O)NNC(=S)Nc2ccc(Cl)cc2)cc1 (stereo not drawn)	2	0	-2	5	1	-8	0.2	-2.6	-1
COCCSc1nnc(NC(=O)C2CCCO2)s1 (stereo not drawn)	2	-4	-2	3	-16	12	1.5	-0.3	-1
COc1cc(C(=O)Nc2nc(C)cc(C)n2)cc(OC)c1OC	-4	-1	-14	-1	-11	12	1.1	1.3	-5
Cc1cccc(NC(=O)c2cc(NC(=O)c3ccco3)ccc2Cl)n1	4	4	0	1	6	-13	-0.4	-1.1	-2
CC(C)n1c(-c2ccco2)csc1=Nc1cccnc1	5	-4	-13	-3	8	-7	0.1	1.8	4
COCc1cc(C)nc(OCC(=O)N/N=C/c2ccc(-c3cc([N+](=O)[O-])ccc3Cl)o2)c1C#N	4	3	-7	5	1	-4	-0.1	2.7	-1
COc1ccc(-c2c3c(nc4sc(C(=O)Nc5ccccc5)c(N)c24)CCC3)cc1	5	/	10	1	/	1	0.2	1.2	2
Cc1ccc(N/C(N)=N/c2nc(CSc3nnc(C)s3)cc(=O)[nH]2)c(C)c1	4	0	-9	3	-20	-6	2.5	-0.3	-1
More records follow.
SMILES	BaF3 tox	eIF4E-4G inh	S1P4 antagonist	Wee1 stabilizer	MDM2 E3 inh	NPY-Y2 PAM-ag	PERK inh	S1P4 ag	Ba/F3 V617F tox
CC(=NCCCN(C)C)C1=C(O)c2ccccc2C1=O	3	10	-1	1	-38	-6	-0.1	-1.6	-4
FC(F)(F)c1cc(C(F)(F)F)c2ccc(N/N=C/c3ccccc3)nc2n1	10	-14	-11	3	7	-12	0.3	0.9	4
Cc1nc2ccccc2c(=O)n1NC(=O)/C=C/c1ccccc1	5	-4	-20	-2	-7	-16	0.8	1.5	0
CCOP(=O)(C1=C(O)C(=O)C(C(C)(C)C)=CC1=O)c1ccccc1 (stereo not drawn)	4	0	-7	-3	-4	-1	0.3	0.6	-3
O=C1CCCN1c1ccc(S(=O)(=O)N2CCN(c3ccccn3)CC2)cc1	5	-6	4	0	-20	-4	-0.6	-1.8	-1
COc1ccc(C2C(C#N)=C(N)N(c3cccnc3)C3=C2C(=O)CCC3)cc1Cn1cc([N+](=O)[O-])cn1 (stereo not drawn)	3	-4	-2	0	-3	-6	0.3	0.1	-3
Cc1cc(C)n2c(SCC(=O)Nc3ncc(C(F)(F)F)cc3Cl)nnc2n1	-3	-6	-4	1	-9	9	-0.4	1.8	-4
CCCCNCc1cc(Cl)c(OCCC)c(OCC)c1	5	-3	16	0	7	0	-1.4	-0.5	4
COC(=O)C1=C(C)Nc2ncnn2C1c1ccccn1 (stereo not drawn)	2	6	-9	3	6	1	0.8	1.2	-1
COc1cc(/C=N/NC(=O)c2ccc(O)cc2)ccc1Oc1ccc([N+](=O)[O-])cn1	4	2	-12	-1	-16	0	0.5	0.4	2
Cc1ccc(-n2nnnc2SCC(N)=O)c(C)c1	-1	-7	-12	-2	-8	2	0.2	-0.1	-4
CC1=C(C(=O)OC2CCCCC2)C(c2cccnc2)n2ncnc2N1 (stereo not drawn)	5	4[fluorescence artefact?]	7	1	-6	5	-0.8	3.0	-2
Clc1ccc(OCCCN2CCCCC2)c(Br)c1	7	4	-11	-2	-16	-27	-0.1	0.2	-1
Cc1ccc(C(=O)Nc2sc3c(c2C#N)CCCCC3)cc1C	1	5	-6	1	-15	0	0.1	-1.7	-2
